From PubChem
mHtt clearance: clearance of mutant huntingtin inclusions, primary screen, imaging, HeLa Exon1htt(103Q)mCFP, confocal imaging. aggregate imaging; zero = plate's median compound well. inhibition, % at 1.5 µM. hit rate 0.42% among 47,000;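 active = inhibition of aggregate fluorescence above about 70%, also judged a hit by eye on the cell image, limit read from the data, passing the limit was not always enough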;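 also: cells exposed to compound for three days before fixation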
mHtt clearance grain fraction: recorded beside mHtt clearance, whose call it bears; fraction fluorescence in grains; measured here: aggregate grain fluorescence fraction; hits give low values;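 scaled fraction of total cell fluorescence in grains with unit not stated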
* hit, by the source's call; i = inactive. The list is partial; rates above refer to the full screens.

1: CCOC(=O)N1CCC(NC(=O)c2cc3ccccn3n2)CC1
2: Cc1ccc(NC2CC(=O)N(CCc3ccccc3)C2=O)cc1 (stereo not drawn)
3: COc1cc(/C=N/n2cnnc2)ccc1OCc1ccccc1
4: O=C(CSc1nc(-c2cccs2)cc(C(F)(F)F)n1)NCCCn1ccnc1
5: CCOC(=O)Cn1c(C)nc2ccccc21
6: COc1cc(/C=c2\sc3n(c2=O)CCCN=3)ccc1O

compound no.	1	2	3	4	5	6
mHtt clearance	7	39	-22	-50	-14	22
mHtt clearance grain fraction	48	12	49	27	38	29

7: Cc1ccc(S(=O)(=O)NCc2ccc(C(=O)NCCCN3CCN(C)CC3)cc2)cc1
8: CSc1ccc(CN(C)CC(=O)NC(=O)NC(C)(C)C)cc1
9: CSc1nc2sc3c(c2c(=O)[nH]1)CCC(C)C3 (stereo not drawn)
10: COc1ccc(NC(=O)c2ncn[nH]2)cc1
11: CCC(=O)Nc1sc(C(=O)N2CCCCC2)c(C)c1C#N
12: CCCCNS(=O)(=O)c1ccc(S(=O)(=O)NCc2ccncc2)cc1

compound no.	7	8	9	10	11	12
mHtt clearance	-5	11	-1	23	10	-4
mHtt clearance grain fraction	36	25	21	31	28	18

13: COc1cc(NC(=O)NCc2ccncc2)cc(OC)c1OC
14: CCOc1ccc(N=C2NC(=O)S/C2=C\c2ccc(OC)cc2)cc1
15: O=c1c2ccccc2nc(SCc2cn3ccsc3n2)n1-c1ccc(F)cc1
16: CC1=Nn2c(nc(-c3ccccc3)c2-c2ccccc2)NC(=O)C1Br (stereo not drawn)
17: O=C(NCCCn1ccnc1)C(F)(F)C(F)(F)C(=O)NCCCn1ccnc1
18: COc1cc(S(=O)(=O)N2CCOCC2)c(OC)c(S(=O)(=O)N2CCOCC2)c1

compound no.	13	14	15	16	17	18
mHtt clearance	16	18	6	-21	54	-5
mHtt clearance grain fraction	15	18	35	22	8.1	20

19: CCOC(=O)Cc1csc(SCc2nc3sc4c(c3c(=O)[nH]2)CCC4)n1
20: Cc1ccc(S(=O)(=O)c2nc(-c3ccc(F)cc3)oc2SCC(=O)NCC2CCCO2)cc1 (stereo not drawn)
21: O=C(NCCc1csc(-c2cccnc2)n1)c1ccccc1
22: O=C(c1cc(-c2ccc(O)cc2)on1)N1CCc2ccccc2C1
23: CCc1cccc(C)c1NC(=O)c1ccoc1C
24: CCN1CCN(C(=O)C2c3cc(OC)c(OC)cc3C(=O)N(C)C2c2ccc(SC)cc2)CC1 (stereo not drawn)

compound no.	19	20	21	22	23	24
mHtt clearance	48	37	-23	27	-56	15
mHtt clearance grain fraction	11	12	58	26	31	16

Among those listed so far, four have a thiophene ring, fused or not:
4: O=C(CSc1nc(-c2cccs2)cc(C(F)(F)F)n1)NCCCn1ccnc1
9: CSc1nc2sc3c(c2c(=O)[nH]1)CCC(C)C3 (stereo not drawn)
11: CCC(=O)Nc1sc(C(=O)N2CCCCC2)c(C)c1C#N
19: CCOC(=O)Cc1csc(SCc2nc3sc4c(c3c(=O)[nH]2)CCC4)n1

compound no.	4	9	11	19
mHtt clearance	-50	-1	10	48
mHtt clearance grain fraction	27	21	28	11

Other structures.
25: CCNC(=O)C1CC(=O)N(c2ccc(Br)cc2)C1 (stereo not drawn)
26: CN(c1ccccc1C(=O)Nc1ccccc1C(=O)NCc1ccco1)S(C)(=O)=O
27: CCC(C)NC(=O)C1CCN(S(=O)(=O)c2ccc(OC)cc2)CC1 (stereo not drawn)
28: Cc1ccc(OCc2nnc(SCC(=O)N3CCOCC3)n2C)cc1
29: CCN(CC)C(=O)C1CCC(CNS(=O)(=O)c2cccc3cccnc23)CC1 (stereo not drawn)
30: CCCn1c(C(C)NC(=O)c2ccccc2)nc2ccccc21 (stereo not drawn)

compound no.	25	26	27	28	29	30
mHtt clearance	5	-12	-108	20	1	7
mHtt clearance grain fraction	18	21	41	16	32	16

31: O=C(CCn1c(=O)sc2ccccc21)Nc1cccnc1
32: Nc1sccc1C(=O)c1ccccc1
33: CCCCSc1nc(N)c(C#N)c(-c2cccs2)c1C#N
34: Cc1ccc(-c2nc3cccnc3s2)cc1NC(=O)c1ccco1
35: O/N=C1\CC(O)Cc2nonc21 (stereo not drawn)
36: CCCN1CCN(c2ncnc3c2nnn3Cc2ccccc2)CC1

compound no.	31	32	33	34	35	36
mHtt clearance	4	-3	-6	39	-8	-70
mHtt clearance grain fraction	18	17	36	12	37	58

37: Cc1cccc(C)c1OCC(O)CNS(=O)(=O)c1ccccc1C(=O)N1CCCCC1 (stereo not drawn)
38: Cc1cc(O)c(C2(C(F)(F)F)NCCNC2=O)cc1C (stereo not drawn)
39: NC(=O)C1(N2CCCCC2)CCN(C(=O)c2ccccc2)CC1
40: COc1cccc(C2NC(=O)NC(C)=C2C(=O)Nc2ccc(C)cc2)c1OC (stereo not drawn)
41: CCOC(=O)c1ccccc1NC(=O)c1cc(S(=O)(=O)N2CCOCC2)ccc1F
42: Cc1cc(C(F)(F)F)nc(Nc2nc(C)c3ccccc3n2)n1

compound no.	37	38	39	40	41	42
mHtt clearance	-8	10	-26	-6	12	47
mHtt clearance grain fraction	20	17	51	35	18	8.6

43: CC1CC(C)CN(CCCNC(=O)c2ccc(CS(=O)(=O)Cc3ccccc3F)o2)C1 (stereo not drawn)
44: CCOC(=O)C1CCN(C(=O)COc2ccc(S(=O)(=O)NC(C)C)cc2Cl)CC1
45: Cc1ccccc1NCN1C(=O)C2C3C=CC(C3)C2C1=O (stereo not drawn)
46: Cc1cccc(NC(=O)Nc2cccc(Oc3c(F)c(F)c(F)c(F)c3F)c2)c1
47: O=C(CSc1nnnn1-c1cccc2c1CCCC2)N1CCCCC1
48: CC1Cc2cc(/C(O)=C3/C(=O)C(=O)N(CCN4CCOCC4)C3c3cccc(Cl)c3)ccc2O1 (stereo not drawn)

compound no.	43	44	45	46	47	48
mHtt clearance	28	26	2	36	11	16
mHtt clearance grain fraction	29	14	36	25	16	30

49: CS(=O)(=O)N(CCc1ccccc1)CC(=O)N1CCCCC1
50: O=C(N1CCOCC1)N1CCCN(C(=O)N2CCOCC2)CC1
51: Cc1noc(NS(=O)(=O)c2ccc(NC(=O)CSc3nc4ccccc4[nH]3)cc2)c1C
52: COc1ccc(N2CCN(C3CC(=O)N(c4ccc5c(c4)OCCO5)C3=O)CC2)cc1 (stereo not drawn)
53: Cc1ccc(C(=O)NCc2ccc3c(c2)OCO3)cc1S(=O)(=O)N1CCCCC1
54: COC(=O)c1ccc(Oc2ccc3nnc(C)n3n2)cc1

compound no.	49	50	51	52	53	54
mHtt clearance	22	-52	39	-32	67	6
mHtt clearance grain fraction	15	29	10	48	6.6	37

55: COCCOC(=O)c1c(NC(=O)CN2CCOCC2)sc(C(N)=O)c1C
56: CCOC(=O)c1cnn(-c2ncnc3sc4c(c23)CCC4)c1N
57: O=C(NC1CCCC1)c1csc2c1CCCC2
58: COc1ccccc1-c1nnc(SCC(=O)Nc2ccccc2)o1
59: CC1Oc2ccccc2N(Cc2ccccc2F)C1=O (stereo not drawn)
60: COc1ccc(F)cc1S(=O)(=O)N1CCCN(S(=O)(=O)c2cc(F)ccc2OC)CC1

compound no.	55	56	57	58	59	60
mHtt clearance	-35	23	-10	74*	22	-85
mHtt clearance grain fraction	50	13	38	4.3*	15	36

Entries shown so far with bromine:
16: CC1=Nn2c(nc(-c3ccccc3)c2-c2ccccc2)NC(=O)C1Br (stereo not drawn)
25: CCNC(=O)C1CC(=O)N(c2ccc(Br)cc2)C1 (stereo not drawn)

compound no.	16	25
mHtt clearance	-21	5
mHtt clearance grain fraction	22	18

Next structures:
61: O=C(c1ccc2c(=O)n(C3CCCC3)c(=S)[nH]c2c1)N1CCN(C2CCCCC2)CC1
62: CCCOc1ccccc1C(=O)N(Cc1cccs1)C1CCS(=O)(=O)C1 (stereo not drawn)
63: CC12CCC(=O)N1C(C(=O)O)Cc1c2[nH]c2ccccc12 (stereo not drawn)
64: Cc1cc(C(=O)Nc2nc3c(C)cccc3s2)c(C)o1
65: CC1=C(C(=O)Nc2ccccc2C)C(c2ccccc2)NC(=O)N1 (stereo not drawn)
66: CC(C)Cc1nc2oc3c(Cl)ncnc3c2c2c1CCC2

compound no.	61	62	63	64	65	66
mHtt clearance	-41	-17	-36	9	4	-37
mHtt clearance grain fraction	53	47	50	36	39	54

67: COc1ccc(CNC(=O)COC(=O)c2cc(-c3cccs3)nc3ccccc23)cc1OC
68: COn1c(SCC(N)=O)nc2ccccc2c1=O
69: O=C(CCn1c(=O)[nH]c2ccccc2c1=O)N1CCN(c2cccc(C(F)(F)F)c2)CC1
70: O=C1CSC(=Nc2ccc(O)cc2)N1c1ccc(O)cc1
71: S=c1[nH]nc(-c2ccncc2)n1Cc1ccco1
72: CCOC(=O)c1c(N)nn(C(C)=O)c1-c1ccccc1

compound no.	67	68	69	70	71	72
mHtt clearance	12	14	38	-5	24	-5
mHtt clearance grain fraction	35	34	19	37	14	22

73: CCOC(=O)Cn1c(=O)oc2cc(S(=O)(=O)Nc3cc(Cl)ccc3OC)ccc21
74: CSCSC1=C(C#N)C(c2ccc(Cl)cc2)C(C(C)=O)=C(C)N1 (stereo not drawn)
75: COc1ccc(CCNC(=O)CC(NS(=O)(=O)c2ccc(NC(C)=O)cc2)C(C)C)cc1OC (stereo not drawn)
76: CCCCN1C(=O)CC(Nc2ccc(CC)cc2)C1=O (stereo not drawn)
77: Cn1c(=O)c2c(nc(CN3CCN(c4ccccc4F)CC3)n2CCN2CCOCC2)n(C)c1=O
78: COc1c(C)cc(S(=O)(=O)N2CCCC2)c(C)c1C

compound no.	73	74	75	76	77	78
mHtt clearance	-74	25	17	36	-22	22
mHtt clearance grain fraction	82	16	28	12	24	25

79: CCC(C)(C)n1nnnc1CN1CCN(c2nc3ccc(C)cc3cc2C#N)CC1
80: CSc1ccc(Cl)c(C(=O)OCC(=O)N2CCOCC2)c1
81: Cc1sc2nc(SCC(=O)c3cccs3)n(Cc3ccco3)c(=O)c2c1C
82: COc1ccc(C(C)(C)C)cc1S(=O)(=O)N1CCN(C)CC1
83: CCCCC(=O)NCCc1cc2c(C)ccc(C)c2[nH]c1=O
84: COCCNC(=O)CN1C(=O)CC(C)(C)S(=O)(=O)c2ccccc21

compound no.	79	80	81	82	83	84
mHtt clearance	23	34	22	20	-12	7
mHtt clearance grain fraction	29	25	17	15	35	45

85: C=CCOC(=O)C1=C(C)NC(SCC)=C(C#N)C1c1ccc(Cl)cc1 (stereo not drawn)
86: COCCN(CC(=O)NCc1ccc(F)cc1)C(=O)CCC(=O)Nc1ccccn1
87: COC(=O)c1cccc(NC(=O)CN2CCN(Cc3ccccc3)CC2)c1
88: O=C(CC(c1ccccc1)c1ccccc1O)N1CCCC1 (stereo not drawn)
89: O=C(Nc1nc2ccccc2n1CCN1CCCC1)C1CCCCC1
90: Cc1ccc(NC(=O)N(Cc2ccco2)C(C)c2ccco2)cc1C (stereo not drawn)

compound no.	85	86	87	88	89	90
mHtt clearance	-39	-14	25	-2	64	61
mHtt clearance grain fraction	55	43	12	21	10	8

91: O=C(O)COc1ccc2c(c1)CCCC2
92: CS(=O)(=O)N(CC(=O)N1CCN(Cc2ccc3c(c2)OCO3)CC1)c1ccc2c(c1)OCO2
93: COc1ccc(NC(=O)CC2CCCCC2)cc1OC
94: CC(=O)Nc1ccc2ccccc2c1
95: COCCn1c(SCc2cccnc2)nnc1-c1ccco1
96: O=C(CNC(=O)OCc1ccccc1)NCC(=O)N1CCCC1C(=O)OCc1ccccc1 (stereo not drawn)

compound no.	91	92	93	94	95	96
mHtt clearance	-21	6	-24	22	-25	17
mHtt clearance grain fraction	46	35	25	15	25	36

97: CCOc1ccc(N2C(=O)c3cccnc3C2Nc2ccc(C)cc2)cc1 (stereo not drawn)
98: CC(C)NC(=S)NNC(=O)C12CC3CC(CC(C3)C1)C2
99: Cc1cc(C)n(-c2nc3ccccc3c(=O)n2OCc2ccc(F)cc2)n1
100: Cc1ccnc(NC(=O)c2cc(-n3cnnc3)ccc2Cl)c1
101: CCCC(=O)Nc1ccc(Cl)c(NC(=O)C(C)(C)C)c1
102: COc1ccccc1Nc1nc(N)nc(CSc2ncccn2)n1

compound no.	97	98	99	100	101	102
mHtt clearance	-28	i	46	-8	-110	22
mHtt clearance grain fraction	47	261	12	21	42	13

103: COc1ccc(Cn2c(-c3ccc(OC)cc3)nc3ccccc32)cc1
104: CC1CCN(C(=O)Cn2cc(C#N)c3ccccc32)CC1
105: CCn1cc(C2=NC(C)(C)CO2)c2ccccc21
106: COC(=O)C1=C(C)OC(N)=C(C#N)C1c1cc(C)sc1C (stereo not drawn)
107: O=C(NCCCN1CCOCC1)c1c(O)c2ccccc2[nH]c1=O
108: CCCCc1c(O)nc(N2CCN(Cc3ccccc3)CC2)[nH]c1=O

compound no.	103	104	105	106	107	108
mHtt clearance	-32	5	-31	-17	5	24
mHtt clearance grain fraction	28	19	29	44	35	13
